Bioassay records: PubChem BioAssay, Broad Institute
miR122 inh: miR-122 inhibition in Huh7 cells; 340,000 tested, 0.3% active; Huh7 miR-122 Renilla luciferase sensor, 48 h; neutral wells = 0, positive control = 100; activation (reporter increase), % at 12.5 µM;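 active = mean replicate activation score at least 90 and every replicate individually at or above 90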;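 also: higher luciferase means less miR-122 activity so hits act as miR-122 inhibitors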
ERp5 block: inhibitors of human ERp5. ERp5 insulin aggregation, absorbance 650 nm, 90 min. inhibition, % at 9.99 µM. 350,000 tested, 0.05% active. AID 651711;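 active = mean replicate inhibition above about 25%, with every replicate also reaching it, limit read from the data, passing the limit was not always enough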
Target sequence (Q15084 whole entry, looked up): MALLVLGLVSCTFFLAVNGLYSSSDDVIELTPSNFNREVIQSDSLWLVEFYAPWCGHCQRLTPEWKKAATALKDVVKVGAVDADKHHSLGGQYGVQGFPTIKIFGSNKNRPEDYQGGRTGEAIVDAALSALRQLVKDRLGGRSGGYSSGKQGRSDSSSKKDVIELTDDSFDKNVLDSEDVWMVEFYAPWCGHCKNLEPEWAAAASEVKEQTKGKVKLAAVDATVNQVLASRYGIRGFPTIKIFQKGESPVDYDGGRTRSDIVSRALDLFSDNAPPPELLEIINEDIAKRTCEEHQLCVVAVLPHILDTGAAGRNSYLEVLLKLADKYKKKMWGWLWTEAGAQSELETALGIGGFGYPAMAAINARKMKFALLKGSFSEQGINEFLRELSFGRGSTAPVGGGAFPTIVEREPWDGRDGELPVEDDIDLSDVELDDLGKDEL
SIRT5 block: blocks human SIRT5 desuccinylation of peptide; Q9NXA8; Purified SirT5, succinyl-peptide AMC, trypsin-coupled fluorescence; inhibition, % at 15 µM; 330,000 tested, 1.1% active; AID 652115; in the data active = inhibition above about 15%
Target sequence (Q9NXA8 whole entry, looked up): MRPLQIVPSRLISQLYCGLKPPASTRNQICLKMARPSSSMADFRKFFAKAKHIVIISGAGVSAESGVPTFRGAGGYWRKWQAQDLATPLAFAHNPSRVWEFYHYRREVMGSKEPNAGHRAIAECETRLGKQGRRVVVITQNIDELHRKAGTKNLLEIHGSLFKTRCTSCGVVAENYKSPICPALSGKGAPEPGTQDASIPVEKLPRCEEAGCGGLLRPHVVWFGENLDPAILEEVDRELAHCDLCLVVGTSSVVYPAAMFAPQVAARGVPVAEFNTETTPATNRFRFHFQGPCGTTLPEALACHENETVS
Statin myotox sup: suppressors of simvastatin-induced myotoxicity in C2C12 myotubes; ATP luminescence, 48 h; scaled: DMSO 0, geranylgeraniol control 100; 330,000 tested, 0.78% active; rescue of ATP level, % at 7.49 µM;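 active = mean ATP rescue above about 67%, or every replicate alone reaching that limit, limit read from the data, passing the limit was not always enough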;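 also: myotubes were challenged with 10 µM simvastatin during compound exposure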
ARNT-TACC3 inh: disruptors of human ARNT/TACC3 interaction. AlphaScreen His-ARNT PAS-B/GST-TACC3 binding, luminescence; TACC3 fragment carries E629A point mutation. inhibition, % at 9.99 µM. Q9Y6A5. 390,000 tested, 0.66% active;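 active = mean inhibition of replicates at least 50% and at least half of replicates each reaching 50%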;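 also: 0% = complete ARNT plus TACC3 wells and 100% = ARNT alone without TACC3; many hits fall short of the cut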
esBAF inh: inhibitors of esBAF chromatin remodeling in mouse ES cells. Bmi1-luciferase knock-in reporter, 24 h; 100% = twice the neutral-well signal. reporter increase, % at 12.5 µM. 350,000 tested, 2% active. AID 602393; in the data active = activation above about 40%;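 also: 0% = median of the plate's neutral control wells and 100% = double that signal; a rise in the Bmi1 reporter signal indicates esBAF inhibition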
Cneo AK release: causes C. neoformans cell lysis | adenylate kinase release luminescence, 4 h; normalised: neutral wells 0, clomiphene wells 100 | lysis activity, % at 15 µM | 360,000 tested, 0.2% active;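 active = mean lysis activity across replicates of at least 80%, whatever share of replicates individually reach that level; inactive = mean lysis activity below 80%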
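read-out = cell lysis signal | test system = log-phase Cryptococcus neoformans yeast cells | input = cells at 5 × 10^6 per mL | medium = fresh YPD growth medium | signal = luminescent adenylate kinase detection reagent | timing = 4 h at 37 °C static, read 1 h later | dosing = single dose | controls = Clomiphene as positive lysis control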
Numbers without * were called inactive; / = not tested or not shown; & = joins results of further samples; ! = not confirmed by another sample; [ ] = dose if it differs, or a comment.

SMILES	miR122 inh	ERp5 block	SIRT5 block	Statin myotox sup	ARNT-TACC3 inh	esBAF inh	Cneo AK release
O=C1NCCOC(=O)[C@@H](Cc2ccc(F)cc2)CC/C=C/C[C@H]1CC(=O)N(CCO)Cc1ccccc1	/	-1	1	17	-3	1	-1
Cc1ccc(S(=O)(=O)Nc2ccc3c(c2)C(=O)N([C@@H](C)CO)C[C@@H](C)[C@H](CN(C)C(=O)c2ccccc2)OCCCC[C@@H](C)O3)cc1	-8[16.7 µM]	1	1	/	-5	8	-4
Cc1nc2sc(C(c3ccco3)N3CCN(c4ccc(F)cc4)CC3)c(O)n2n1 (configuration not stated)	-8	1	6	26	5	-7	3
Cc1cc(Nc2c(C#N)c(N)nn2C)ccc1F	3	5	-3	-8	/	-1	1
O=C(NCC1CCCO1)c1cccc(C(=O)NCC2CCCO2)c1 (configuration not stated)	-4	-14	-2	-1	-1	12	2
COc1cc(-c2nc3cnccn3c2Nc2ccc(C(C)C)cc2)ccc1O	1	7	-3	6	-1	-84	-5
CCOC(=O)C1=CN(Cc2cccc(F)c2)S(=O)(=O)N(C)C1c1ccccc1 (configuration not stated)	34	5	-5	-22	-8	0	-1
COc1cc(OC)cc(C(=O)Nc2ccc3nc4n(c(=O)c3c2)CCCC4)c1	/	-3	0	-39	25	6	1
Cc1cccc2sc(NC(=O)[C@H](C)N3C(=O)C4CC=CCC4C3=O)nc12 (some centres not stated)	/	-3	1	/	-1	/	/
COCCCNC(=O)c1ccc2nc3ccccc3c(=O)n2c1	-4	/	/	-22	19	20	-7
Cc1noc(C)c1NC(=O)Nc1cccc2c1O[C@@H](CN(C)CC1CCCCC1)[C@H](C)CN([C@@H](C)CO)C2=O	2[16.7 µM]	-3	0	-3	12	3	2
CCCN1CCN(C(=O)CCCNC(=O)c2ccc(Cl)cc2)CC1	3	4	5	-2	3	1	-11
COc1ccnc(Oc2ccc(Cl)cc2)c1C#N	6	4	2	3	-2	10	/
CC(C)C(C(=O)NCC1CCCO1)N(Cc1cccs1)C(=O)CNS(=O)(=O)c1ccccc1 (configuration not stated)	/	5	-2	/	-14	/	/
O=C(NNS(=O)(=O)c1ccc(F)cc1)c1ccccc1F	20	0	4	0	-1	-1	1
O=C(NCCN1CCCC1)c1cc(-c2ccncc2)nc2ccc(S(=O)(=O)N3CCOCC3)cc12	8	/	/	-1	-5	14	/
COc1cccc(CN2CCCN(S(=O)(=O)c3ccc(Br)cc3)CC2)c1	-4	/	/	/	3	-4	1
N#C/C(=C/c1cccc(C(F)(F)F)c1)c1nc(CCN2C(=O)c3ccccc3C2=O)cs1	-17	/	/	-24	2	-4	2
Cc1cc(C)c(S(=O)(=O)N2CCN(C(=O)c3ccc(-n4nc(C)c(Cl)c4C)cc3)CC2)c(C)c1	-2	2	-2	1	0	12	0
Cc1ccc(NC2=C(N3CCOCC3)C(=O)c3ccccc3C2=O)cc1	-5	/	/	-4	62*	-6	-6
CC1=C(C#N)C(NC(=O)c2ccco2)(C(F)(F)F)C(=O)N1 (configuration not stated)	-2	-1	1	17	23	15	-1
C[C@H](CO)N1C[C@H](C)[C@H](CN(C)Cc2ccccc2)Oc2ncc(-c3cccc(C(F)(F)F)c3)cc2C1=O	34[16.7 µM]	2	6	21	4	-8	5
C=C(C)CN(CC)C(=O)COc1ccc(S(=O)(=O)Nc2ccc(OC)cc2)cc1	186*	/	/	-2	4	1	2
C/C(CC(=O)Nc1cccc(C(F)(F)F)c1)=N\NC(=O)c1ccncc1	1	0	-4	42	2	3	2

An excerpt from above, limited to esBAF inh.
Structure | esBAF inh
O=C(NNS(=O)(=O)c1ccc(F)cc1)c1ccccc1F | -1
COc1cccc(CN2CCCN(S(=O)(=O)c3ccc(Br)cc3)CC2)c1 | -4
CC1=C(C#N)C(NC(=O)c2ccco2)(C(F)(F)F)C(=O)N1 (configuration not stated) | 15

Next part:
SMILES	miR122 inh	ERp5 block	SIRT5 block	Statin myotox sup	ARNT-TACC3 inh	esBAF inh	Cneo AK release
O=C1c2ccccc2N2C(=O)c3ccccc3C2N1O (configuration not stated)	-1	/	/	/	-5	-1	-1
CC(=C\c1ccccc1)/C=C1/SC(=O)N(CCCC(=O)Nc2ccc(C(=O)O)cc2)C1=O	-4	-29	4	28	1	-51	/
O=C(CN1C(=O)c2ccccc2C1=O)Nc1ccccc1C(F)(F)F	-5	-1	-4	-6	-5	2	2
O=C(OCC(=O)N1CCCc2ccccc21)c1cccc(S(=O)(=O)N2CCc3ccccc32)c1	/	-6	-1	/	-10	/	/
CCCc1cc(=O)oc2c(C)c(OCC(=O)Nc3cccnc3)ccc12	-1	0	-3	-4	-9	-3	0
C[C@@H]1CN([C@H](C)CO)S(=O)(=O)c2ccc(C#Cc3ccccc3F)cc2O[C@H]1CN(C)C(=O)c1ccc2c(c1)OCO2	34	6&-2&-1	36*!	-29&-2&-42	-8&6	8&7&18	3&1
O=C(NCC(c1ccco1)N1CCc2ccccc2C1)c1ccc(Cl)cc1 (configuration not stated)	/	-8	0	21	1	14	-2
COCCn1c(SCC(=O)Nc2cc(C)on2)nc2ccccc2c1=O	/	1	-8	0	22	-3	0
CNC[C@@H]1OCCCC[C@H](C)Oc2ccc(NC(=O)NC3CCCCC3)cc2C(=O)N([C@H](C)CO)C[C@@H]1C	-5[16.7 µM]	/	/	3	/	-3	/
CN(C(=O)c1ccc(NC(=O)Cc2cccc(NC(=O)C3CCN(C(=O)CCc4ccccc4)CC3)c2)cc1)C1CCCC1	-1	2	4	16	-1	-2	1
Cc1ccc(NC(=O)Cc2ncon2)cc1Cl	/	4	-1	/	-7	/	/
Cc1ccc(C(=O)N2CCN(c3cccc(C)c3C)CC2)cc1S(=O)(=O)N1CCOCC1	/	3	1	-18	-2	4	15

Next section; it opens with the two that closed the last part.
SMILES	miR122 inh	ERp5 block	SIRT5 block	Statin myotox sup	ARNT-TACC3 inh	esBAF inh	Cneo AK release
Cc1ccc(NC(=O)Cc2ncon2)cc1Cl	/	4	-1	/	-7	/	/
Cc1ccc(C(=O)N2CCN(c3cccc(C)c3C)CC2)cc1S(=O)(=O)N1CCOCC1	/	3	1	-18	-2	4	15
CC1CCN(c2c([N+](=O)[O-])c(=O)n(-c3ccccc3)c3ccccc23)CC1	-3	/	/	-4	-2	-8	-3
O=C(c1ccccn1)N1CC[C@@H]2[C@H](CO)Nc3ccc(C#Cc4ccccc4)cc3[C@@H]21	10[16.7 µM]	-2	-19	-20	3	10	6
COc1ccc(CC(NC(C)=O)C(=O)NC2CCN(C(=O)c3cccc(Cl)c3)CC2)cc1OC (configuration not stated)	/	0	-2	11	-17	-2	0
C[C@@H]1CN([C@H](C)CO)C(=O)c2cc(C3=CCCC3)cnc2O[C@@H]1CN(C)C(=O)Nc1cccc(F)c1	-2[16.7 µM]	6	-1	-4	15	5	1
CCCC(=O)Nc1ccc2c(c1)C(=O)N(C)C[C@H](OC)[C@@H](C)CN(Cc1ccc(-c3ccccn3)cc1)[C@H](C)CO2	/	15	/	-15	3	-8	-2
CO[C@@H]1CN(C)C(=O)c2cc(NC(=O)C3CCCC3)ccc2OC[C@H](C)N(C(C)=O)C[C@@H]1C	0[16.7 µM]	/	/	-10	-3	-2	1
O=C(/C=C/c1ccccc1Br)c1ccc2c(c1)OCO2	4	6	2	-25	/	29	-3
Cc1cc(=O)[nH]c(N/N=C/c2ccc(N(C)C)cc2)n1	/	-1	8	/	18	/	/
CC(C)Cn1c(CCCNC(=O)c2ccc(F)cc2)nc2ccccc21	-1	-17	1	-8	-4	6	0
COc1ccccc1OCc1ccc(C(=O)NCc2ccco2)o1	3	/	/	3	4	5	-2
O=C(c1ccco1)N1CCN(C(=O)c2cc(Cl)nc3ccccc23)CC1	/	5	-2	5	1	-1	1
O=C1Nc2ccccc2N(O)N1c1ccc(S(=O)(=O)N2CCCCCC2)cc1	-3	/	/	3	-7	-1	-2
CC1CCN(C(=O)CSc2nnc(CN3CCOCC3)n2-c2ccccc2)CC1	-3	/	/	-6	-4	2	-1
CC1=C([N+](=O)[O-])C(c2cccc(Br)c2)C2=C(N1)c1ccccc1C2=O (configuration not stated)	-1	/	/	/	5	/	6
C[C@@H]1CN([C@@H](C)CO)C(=O)Cc2cc(NC(=O)Cc3cn(C)c4ccccc34)ccc2O[C@H]1CN(C)C(=O)Nc1ccc(F)cc1	-5[16.7 µM]	-2	2	29	/	3	/
COc1ccc(S(=O)(=O)NCC2CCCN(Cc3cccc(C(C)=O)c3)C2)cc1 (configuration not stated)	5	-7	-1	0	-3	5	0
O=C(O)c1ccc(-n2c(-c3cc(C4CC4)[nH]n3)n[nH]c2=S)cc1	/	3	-6	/	35	/	/
C[C@@H]1CN([C@@H](C)CO)C(=O)Cc2cc(N(C)C)ccc2O[C@@H]1CN(C)C(=O)Nc1cccc2ccccc12	-1[16.7 µM]	0	-5	6	1	-2	-1
Cc1cc(OCC(=O)Nc2ccc3oc(=O)ccc3c2)ccc1Cl	/	4	-2	-3	0	3	-2
Cc1ccc(S(=O)(=O)N(C)C[C@@H]2Oc3ncc(Br)cc3C(=O)N([C@H](C)CO)C[C@@H]2C)cc1	4	-12	-2&-5&-2	-3&4&12	8&7	-5&-4&-6	0&0&2
COc1cc(C(C)=O)ccc1OCC(=O)NCc1ccccc1CN1CCCC1	-3	3	/	-3	/	-7	0
C[C@@H]1CN([C@H](C)CO)C(=O)c2cc(-c3ccncc3)cnc2O[C@H]1CN(C)C(=O)Nc1ccc2c(c1)OCO2	12[16.7 µM]	-2	10	-17	-7	-1	2
CCCc1nc2n[nH]c(N)c2c2c1COC(C)(C)C2	-4	/	/	6	-7	-4	/
COc1ccc(NS(=O)(=O)c2cc(NC(=O)c3cc(=O)c4ccccc4o3)ccc2OC)cc1	/	2	-3	/	-5	/	/
CC1Cc2ccccc2N1C(=O)CN1CCCCC1 (configuration not stated)	/	-5	-9	/	11	/	/
O=C(CC[C@H]1O[C@@H](n2ccc(=O)[nH]c2=O)[C@H](O)[C@@H]1O)NC1CCN(Cc2ccccc2)C1 (some centres not stated)	-2	4	-4	7	/	-1	0
COc1ccc(CN(C)C(=O)CNC(=O)c2ccc(C)cc2)cc1	12	2	-2	0	9	3	3
CCCc1ccc(C(O)c2ncc(-c3ccc(C)cc3)[nH]2)cc1 (configuration not stated)	3	6	/	0	/	0	2
NS(=O)(=O)c1cccc2c1c([N+](=O)[O-])cc1nc(O)c(O)nc12	-5	-3	16*	3	11	6	0
COc1cc(C(=O)NNC(=O)C2CC=CCC2C(=O)O)cc(OC)c1OC (configuration not stated)	/	-6	-5	/	-7	/	/
Cc1cc(S(=O)(=O)NCc2ccccn2)c(Cl)cc1Cl	20	-4	1	-4	-1	23	-7
COc1cc(NC(=O)CSc2nc(=O)n(CCN3CCOCC3)c3c2CCCC3)cc(OC)c1	-6	1	5	0	8	-4	3
CO[C@@H]1CN(C)C(=O)c2cc(NC(=O)C3CC3)ccc2OC[C@@H](C)N(C(=O)C2CCOCC2)C[C@H]1C	/	-3	-1	2	2	-3	6
Nc1ccc(S(=O)(=O)Nc2cc(Cl)c(N)c(Cl)c2)cc1	36	-12	/	2	-4	-11	-4
CN(C)c1ccc(CC(=O)N2CCCCC2c2cc(C(=O)Nc3cccc(C#N)c3)no2)cc1 (configuration not stated)	7	0	/	1	/	-9	-4
CO[C@H]1CN(C)C(=O)c2cc(NC(C)=O)ccc2OC[C@@H](C)N(C(=O)c2ccccc2)C[C@H]1C	1[16.7 µM]	-6	0	3	-7	-2	-5
C/C(=C\C(=O)c1cccnc1)Nc1ccc(C(=O)O)cc1	0	1	-2	-1	-1	-4	0
Cc1ccc(S(=O)(=O)N2CCCCC2)cc1NC(=O)COC(=O)c1cc[n+]([O-])cc1	/	4	-2	/	-4	/	/
C[C@H]1CN([C@@H](C)CO)C(=O)c2cc(NS(=O)(=O)c3ccc(F)cc3)ccc2O[C@H]1CN(C)S(=O)(=O)c1ccc(Cl)cc1	-5[16.7 µM]	2	-3	/	5	-3	2
CC(C)NC(=O)N(C)C[C@@H]1Oc2ccc(NC(=O)Nc3ccccc3)cc2CC(=O)N([C@@H](C)CO)C[C@@H]1C	-8[16.7 µM]	-3	0	0	-4	2	-3
